From PubChem BioAssay
yeast sgs1 mgt1 = NCI yeast anticancer drug screen, S. cerevisiae sgs1 mgt1 strain. growth inhibition, % at 50 µM. 10% of 78,000 active. AID 161, 2004;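 also: 0% = growth of vehicle-only cultures of the same strain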
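Inhibition of yeast growth, normalised to vehicle-treated controls, is reported for a strain bearing genetic alterations in DNA damage repair.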
rad50 = NCI yeast anticancer drug screen, S. cerevisiae rad50 strain | AID 155, 2004 | 10% of 79,000 active | % growth inhibition at 50 µM;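 also: 0% = growth of vehicle-only cultures of the same strain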
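Relative growth inhibition (compound vs vehicle) was measured in yeast with a defined repair-gene alteration.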
yeast bub3 = NCI yeast anticancer drug screen, S. cerevisiae bub3 mutant strain; 9.9% of 78,000 active; growth inhibition, % at 50 µM;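 also: 0% = growth of vehicle-only cultures of the same strain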
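In this screen, a yeast mutant lacking normal mitotic checkpoint function is challenged with compound. Relative growth versus vehicle gives the inhibition value.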
mec2-1 = NCI yeast anticancer drug screen, S. cerevisiae mec2-1 strain; growth inhibition, % at 50 µM; 9% of 79,000 active;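 also: 0% = growth of vehicle-only cultures of the same strain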
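Test agents were screened against the mec2-1 yeast strain, with defined DNA repair or cell cycle alteration. Growth was scored as inhibition against vehicle-only controls.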
yeast cln2 rad14 = NCI yeast anticancer drug screen, S. cerevisiae cln2 rad14 strain | % growth inhibition at 50 µM | 8.3% of 78,000 active | AID 165, 2004;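 also: 0% = growth of vehicle-only cultures of the same strain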
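Growth inhibition, relative to vehicle-treated controls, is the read-out. The test organism is a yeast strain with defined genetic alterations, cln2 rad14.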
mlh1 rad18 = NCI yeast anticancer drug screen, S. cerevisiae mlh1 rad18 strain | growth inhibition, % at 50 µM | AID 175, 2004 | 11% of 79,000 active;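 also: 0% = growth of vehicle-only cultures of the same strain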
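Vehicle-treated cultures served as the reference for growth inhibition in a yeast strain carrying DNA damage repair alterations exposed to each compound.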
* hit, by the source's call; x = no result given; & = joins results of further samples. Rule as the data show it: active = growth inhibition above about 70%; inactive = the rest.

SMILES	yeast sgs1 mgt1	rad50	yeast bub3	mec2-1	yeast cln2 rad14	mlh1 rad18
CC1CCc2[nH]nc(CC3CC(=O)NC(=O)C3)c2C1 (configuration not stated)	11	16	-7	-2	27	4
CSc1ccc(NC(=O)Oc2cc(C)c(Cl)cc2C(C)C)cc1	92*	40	98*	95*	16	94*
O=c1oc2ccccc2c(O)c1Cc1ccccc1Cc1c(O)c2ccccc2oc1=O	-13	4	-20	5	11	65
ClCc1c(Cl)c(Cl)c(Cl)c(CCl)c1Cl	6	-19	24	12	-13	14
C#CCN	3	9	8	2	4	-13
COc1ccccc1OC(=O)c1ccccc1	-23	-27	12	7	-9	-5
CC(C)(C)[Si](C)(C)OCC1OC(n2cnc3c(N)ncnc32)C(O[Si](C)(C)C(C)(C)C)C1O[Si](C)(C)C(C)(C)C (configuration not stated)	11	17	5	8	2	24
COc1ccc(S(=O)(=O)c2c(C)cc(C)cc2C)cc1	5	-13	11	7	-3	5
CCOC(=O)CCC(NC(=O)c1ccc(Nc2nc3ccc(C(F)(F)F)cc3nc2-c2ccccc2)cc1)C(=O)OCC (configuration not stated)	-16	-10	18	-16	-18	-9
CN(C)CSC(=S)NCCNC(=S)SCN(C)C	25	2	4	-20	6	-4
Cc1ccc(NC(=S)Nc2ccc(C(C)C)cc2)c(C)c1	12	18	33	36	-10	11
CC(C)COS(=O)(=O)O	20	19	15	7	25	27

Record cards, from the list above:
Results for `ClCc1c(Cl)c(Cl)c(Cl)c(CCl)c1Cl` = yeast sgs1 mgt1: 6; rad50: -19; yeast bub3: 24; mec2-1: 12; yeast cln2 rad14: -13; mlh1 rad18: 14
Results for `COc1ccc(S(=O)(=O)c2c(C)cc(C)cc2C)cc1` = yeast sgs1 mgt1: 5; rad50: -13; yeast bub3: 11; mec2-1: 7; yeast cln2 rad14: -3; mlh1 rad18: 5

Continuation.
SMILES	yeast sgs1 mgt1	rad50	yeast bub3	mec2-1	yeast cln2 rad14	mlh1 rad18
Cc1cc(N)c(S(N)(=O)=O)c([N+](=O)[O-])c1	1	1	-10	4	-24	-1
OC(c1ccccc1)(c1ccccc1)c1ccc(-c2ccc(C(O)(c3ccccc3)c3ccccc3)cc2)cc1	-10	3	0	3	-3	10
COC(CCCl)c1ccc(C)cc1 (configuration not stated)	-24	-9	-30	-66	4	2
CCCCCCCCCCCCOC(=O)Nc1cccc2ccccc12	-2	-2	1	-3	-12	2
Fc1ccc(-c2nc3ccccc3[nH]2)cc1	-1	-10	-4	24	-8	-7
Oc1cc2c(cc1O)-c1[nH]ncc1CC2	3	24	5	0	-17	-5
Cc1ccc(/C=C/C(=O)/C=C/c2ccc(C)o2)o1	75*	66	75*	71*	39	92*
CCOC(=O)c1ccccc1NC	-12	-9	-23	-7	-5	-26
O=C([O-])CC[n+]1ccn(CCC(=O)O)c1	2	3	-12	-12	-51	-37
ClCCCN1CCN(CCCCl)CC1	85*	80*	80*	70*	62	8
Cc1ccc(C2(C(=O)O)CCCC2)cc1	x	5	x	5	x	9
O=C(C[n+]1ccccc1)NNC(=O)/C(=C/c1ccc2c(c1)OCO2)NC(=O)c1ccccc1	-14	-6	-4	3	21	10
CNC(=O)c1cc2nc3ccccc3c(=O)n2c2ccccc12	-25	-46	-7	-54	-21	-31
COCCCNC(=O)SC	-16	-10	-7	-22	57	19
O=S1(=O)N=C(Sc2nc3ccccc3s2)c2ccccc21	10	-1	35	12	-17	22
OCC1OC(n2cc[nH]c2=S)C(O)C1O (configuration not stated)	-3	8	10	8	4	-13
CCC/C=C(\CC)COC(=O)Nc1ccccc1	-10	-1	-31	-20	-48	-2
COC(=O)CCNc1c(C)ccc2ccccc12	15	5	26	16	5	-13
Cc1ccc(C(=O)OCc2ccccc2)cc1	-5	2	5	-15	3	-13
CCCCOC(=O)NC(=O)c1cc2ccc(N(CC)CC)cc2oc1=O	9	-10	5	4	3	4
O=C(Nc1ccc(Cl)c(Cl)c1)Oc1ccccc1Cl	-5	-15	-16	-30	-36	-30
Cc1c(C)c2cc3c(=O)c(CCl)coc3c(C)c2oc1=O	16	22	-7	1	16	-6
O=C(c1ccccc1)C1Cc2ccccc2C1=O (configuration not stated)	87*	78*	4	50	20	84*
COc1ccccc1/C=C1\N=C(C)OC1=O	-1	-1	3	4	-33	4
On1ccc(N2CCOCC2)cc1=NC1CCCCC1	14	26	4	15	18	26
CCCc1cc2c(cc1COc1ccccc1C(=O)O)OCO2	38	56	25	60	33	61
Cc1cc(N2C(=O)CCSC2=S)ccc1F	37	21	1	15	9	13
N#CC1(C(=O)c2ccccc2)C=Cc2ccccc2N1C(=O)c1ccccc1 (configuration not stated)	-1	-7	26	16	12	-19
CC(=O)NNc1nc(C)c(C(=O)NNC(=O)C(=O)Nc2c([N+](=O)[O-])ccc(C)c2C)s1	-24	-25	4	-12	-5	-2
CCCC1OC(c2ccc(OCCC(C)C)cc2)OCC1CC (configuration not stated)	-3	-8	9	3	-37	-5
C[C@]12CC[C@@H]3c4ccc(O)cc4CC[C@H]3[C@@H]1C[C@@H](O)[C@@H]2O	-15	-6	-29	-28	-4	-19
COC(CCCCCCC(OC)OC)OC	4	10	-4	-30	17	-2
Cc1ncc(C(=O)O)c(C(=O)O)c1N	12	4	37	37	-12	4
COc1ccccc1C(=O)c1ccc2ccccc2c1	62	47	84*	73*	-17	42
CCCn1cc2c(SC)nc(SC)nc2n1	97*	98*	99*	98*	87*	98*
C(/Cc1ccc2c(c1)OCO2)=N\NC1=NCCCCN1	-16	16	3	-7	29	-6

A different layout for six compounds above:
Results follow in this order: yeast sgs1 mgt1, rad50, yeast bub3, mec2-1, yeast cln2 rad14, mlh1 rad18
> On1ccc(N2CCOCC2)cc1=NC1CCCCC1
  14, 26, 4, 15, 18, 26
> CCCc1cc2c(cc1COc1ccccc1C(=O)O)OCO2
  38, 56, 25, 60, 33, 61
> Cc1cc(N2C(=O)CCSC2=S)ccc1F
  37, 21, 1, 15, 9, 13
> N#CC1(C(=O)c2ccccc2)C=Cc2ccccc2N1C(=O)c1ccccc1 (configuration not stated)
  -1, -7, 26, 16, 12, -19
> CC(=O)NNc1nc(C)c(C(=O)NNC(=O)C(=O)Nc2c([N+](=O)[O-])ccc(C)c2C)s1
  -24, -25, 4, -12, -5, -2
> CCCC1OC(c2ccc(OCCC(C)C)cc2)OCC1CC (configuration not stated)
  -3, -8, 9, 3, -37, -5

Later entries.
SMILES	yeast sgs1 mgt1	rad50	yeast bub3	mec2-1	yeast cln2 rad14	mlh1 rad18
NS(=O)(=O)c1ccc(NC(=O)Nc2cccc(Cl)c2)cc1	16	1	46	13	-5	-11
CCOC(=O)/C(C#N)=C/c1ccc(SCc2ccco2)c([N+](=O)[O-])c1	-19	-41	4	-17	-3	-50
C=C1CC(O)C2C(=C)C(=O)OC2C2C(C)C(=O)CC12 (configuration not stated)	27	15	9	-9	22	-29
CCc1cc(C)c(C)cc1O	-39	-29	-25	-32	0	-22
COc1cc2ccc3c4cc(OC)c(OC(C)C)cc4c[n+](C)c3c2cc1OC	33	42	33	40	28	44
c1ccc(B2O[C@H]3CCCC[C@@H]3O2)cc1	-1	2	1	14	13	21
O=[N+]([O-])c1ccc(-n2nc3ccc4nonc4c3n2)cc1	-14	-42	8	-9	-12	-18
CC1CCC2(CC1)CC(=O)N(N1CCCCC1)C2=O (configuration not stated)	27	11	3	11	17	24
O=c1c2ccccc2nc(-c2ccc(Cl)cc2)n1O	97*	97*	87*	97*	88*	96*
O=C1c2ccccc2C(=O)N1CNc1ccccn1	8	11	10	13	9	-12
NC(N)=NCCCC(=O)O	-6	-17	-4	-1	-23	10
O=C(O)/C(=C\c1ccccc1Cl)S(=O)(=O)c1ccccc1	-13	-26	-16	-6	0	15
CCN=C(N)N/N=C(\C)c1ccc2c(c1)Cc1cc(/C(C)=N/NC(N)=NCC)ccc1-2	22	23	-7	18	10	-13
O=C1C(CN2CCCCC2)=C(O)C(c2ccccc2)N1c1ccccc1 (configuration not stated)	23	5	21	6	9	19
NNC(=O)CCSc1ccccc1	-8	-27	-63	-13	49	-10
CCCCC(CC)CCC(C)OC(=O)CCl (configuration not stated)	-20&2	0&15	-15&-6	-7&-3	-23&-36	10&-2
CC(=O)OC(C)C1CCCC1OC(C)=O (configuration not stated)	-10	-4	-15	9	6	-22
O=C(O)Cc1c(-c2ccc([N+](=O)[O-])cc2)c(=O)oc2cc(O)ccc12	9	28	41	4	20	12
CCCCN(CCCC)CCCCCCCCCCCO	34	39	31	-8	-23	28
CCN(CC)CCOC(=O)c1cc(N)cc(N)c1	-22	6	44	-10	-22	-11
Nc1ccccc1-c1nc2c(ccc3ccccc32)[nH]1	89*	80*	62	5	25	80*
CC(=O)Nc1ccc(C(=O)NN2C(=O)C(Cl)C2c2ccc(O)cc2)cc1 (configuration not stated)	-53	-61	-28	-23	-30	-51
COC(=O)c1cccc2c[n+]3c(cc12)-c1[nH]c2cc(OC)ccc2c1CC3	21&0	53&5	13&5	9&-17	-8&-8	14&15
COC(=O)/C=C/COc1ccccc1C(=O)NCc1ccc([N+](=O)[O-])cc1	-8	14	15	9	-48	10

Reprinted from above (three entries):
SMILES	yeast sgs1 mgt1	rad50	yeast bub3	mec2-1	yeast cln2 rad14	mlh1 rad18
CCN=C(N)N/N=C(\C)c1ccc2c(c1)Cc1cc(/C(C)=N/NC(N)=NCC)ccc1-2	22	23	-7	18	10	-13
O=C1C(CN2CCCCC2)=C(O)C(c2ccccc2)N1c1ccccc1 (configuration not stated)	23	5	21	6	9	19
NNC(=O)CCSc1ccccc1	-8	-27	-63	-13	49	-10

(next part)
SMILES	yeast sgs1 mgt1	rad50	yeast bub3	mec2-1	yeast cln2 rad14	mlh1 rad18
Cn1c(=O)[nH]c(=O)c2[nH]c(=O)c(=O)n(C)c21	2	-3	-10	23	-2	-13
CC1=CC2C3C(=O)NC(=O)C3C1(C)C1C3C(=O)NC(=O)C3C21 (configuration not stated)	2	-42	13	-19	-5	16
N#CCCN(c1ccc(C=Nc2cccc([N+](=O)[O-])c2)cc1)S(=O)(=O)c1ccccc1	15	1	-1	6	8	14
O=C(O)c1onc2ccccc12	-35	-18	-5	-15	-8	-30
c1ccc(-c2ccc(-c3cnc(-c4ccc(-c5ncc(-c6ccc(-c7ccccc7)cc6)o5)cc4)o3)cc2)cc1	-2	-13	3	-1	-35	-17
COc1ccc2c(c1)/C(=C/c1cc(OC)c(OC)c(OC)c1)C(=O)N2	-9	4	1	-27	-1	3
CC1Cc2c(n[nH]c2CC2CC(=O)NC(=O)C2)C(C)C1 (configuration not stated)	4	9	29	-2	-16	18
O=C1NC(c2cccc3ccccc23)Nc2ccc(Cl)cc21 (configuration not stated)	83*	74*	81*	85*	56	77*
COC(=O)c1cc([N+](=O)[O-])c(Br)s1	100*	99*	99*	100*	100*	99*
CCCCCC(=O)NC(=S)Nc1nn[nH]n1	-39	-39	-25	-51	-8	-47
O/N=C(/CCc1ccccc1Cl)c1ccccc1	96*	94*	87*	94*	90*	93*
C#CC[N+](CC#C)(CC#C)CC#C	-13	-25	11	4	-77	7
NC(=O)c1cc2ccccc2[n+](Cc2ccc(F)cc2)c1	6	0	5	0	-49	-7
Cc1c(C#N)c(N)nc2c(C(N)=O)nsc12	11	13	-8	9	54	26
COCC(=O)c1ccc(C#N)cc1	-7	4	4	-20	-39	2
Cc1ccc(S(=O)(=O)NC2CC3(C)CCC2C3(C)C)cc1 (configuration not stated)	-6	-1	15	-20	-46	-4
CCN(CC)C(=O)C(C)n1cc(C)c(=O)[nH]c1=O (configuration not stated)	-20	-32	-3	-39	5	-4
CCN(CC)C(=O)N1CCN(C=S)CC1	-4	7	4	-37	-6	11
O=C(O)C(c1ccccc1)C1(O)CC2CCC1C2 (configuration not stated)	-37	-38	-56	-46	-11	-55
N#CSc1ccc2nc(NCO)sc2c1	99*	99*	95*	99*	96*	99*
C/C(=N\N=C(/C)c1ccc(C)cc1)c1ccc(C)cc1	20	11	2	-30	6	4
CN(C)C(=O)c1ccc[n+](CC(=O)NCc2ccccc2)c1	-3	5	2	-7	19	14
O=C(NNC(=O)c1ccccc1Br)c1ccccc1Br	-10	-19	-25	-49	0	-18
Nc1ccc(S(=O)(=O)c2cnc(N)s2)cc1	28	-4	-11	4	-3	11
COc1cc2c3cc1Oc1c(OC)c(OC)cc4c1C(Cc1ccc(O)c(c1)-c1cc(ccc1OC)CC3N(C)CC2)N(C)CC4 (configuration not stated)	-2	-1	9	-7	0	-14
CCCN(CCC)C(=O)c1cccc2ccccc12	44	7	27	-19	-2	8
NC(=O)C(Cc1ccccc1)NC(=O)C1CCCN1 (configuration not stated)	2	4	-6	1	-34	25
CON(C)CCOC(=O)c1ccc([N+](=O)[O-])cc1	-3	-5	4	4	-21	27
C=CCN1C(=O)c2ccccc2C1=O	12	24	23	-3	7	22
OCCN1c2ccccc2Sc2ccccc21	31	56	42	28	65	49
OCCCNc1ncnc2[nH]ncc12	12	8	-5	16	59	13
CC(=O)O[C@H]1CC[C@@]2(C)C(=CC[C@@H]3C2CC[C@]2(C)C(=O)NC(=O)CC32)C1 (some centres not stated)	82*	12	10	-12	30	-1
